Luc counter – Kinase-Glo luciferase inhibition (counter-screen); Q27757; Kinase-Glo luciferase, ATP luminescence, 8 min; Potency, µM (top dose mostly 38.3 µM), without a hit: at the highest dose activity change, negative = inhibition, usual class: inhibitors; actives 0.28% (n = 200,000); AID 1379; further: on the % scale 0 is the no-effect control and ±100 the full control effect; nearly all actives have a fitted effect of over 60% in size
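Compounds were added to a substrate mix at pH 7.2 (50 mM imidazole, 10 uM ATP, within the enzyme's linear range), followed by Kinase-Glo detection reagent; luminescence was measured after 8 minutes at ambient temperature.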
NPSR antagonist – blocks cAMP signaling of the human neuropeptide S receptor. Q6W5P4. CHO-NPSR cells, cAMP TR-FRET, antagonist mode. Potency, µM (series often up to 38.3 µM), without a hit: at the top dose activity change, negative = inhibition, usual class: inhibitors. actives 1% (n = 220,000); further: on the % scale 0 is the no-effect control and ±100 the full control effect; nearly all actives have a fitted effect of over 50% in size; many of its hits are not listed in these tables
Target sequence (Q6W5P4 whole entry, looked up): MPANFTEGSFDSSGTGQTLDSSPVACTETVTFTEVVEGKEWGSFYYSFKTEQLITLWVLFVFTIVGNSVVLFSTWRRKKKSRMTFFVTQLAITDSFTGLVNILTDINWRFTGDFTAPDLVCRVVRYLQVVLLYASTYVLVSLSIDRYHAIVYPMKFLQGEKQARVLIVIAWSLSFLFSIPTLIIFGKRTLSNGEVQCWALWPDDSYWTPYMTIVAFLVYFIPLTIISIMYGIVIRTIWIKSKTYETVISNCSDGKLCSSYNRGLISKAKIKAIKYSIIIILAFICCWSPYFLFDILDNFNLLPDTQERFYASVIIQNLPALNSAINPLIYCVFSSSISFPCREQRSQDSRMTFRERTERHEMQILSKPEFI
IMPase Li inh – cell-permeable IMPase inhibitors with lithium potentiation; Potency, µM (series often up to 59.4 µM), for inactives: at the top dose activity, negative = IMPase inhibition, actives largely listed as inhibitors; AID 1457; CHO-M1 cells, IP1 TR-FRET (IP-One), carbachol + lithium; actives 0.35% (n = 210,000);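 further: IP1 builds up when IMPase is blocked and the TR-FRET signal falls; plate controls were basal vehicle for no effect and high inhibitor control for full effect; nearly all actives have a fitted effect of over 50% in size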
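CHO-M1, 2000 cells/well, 16–30 h culture; cpd + low Li+, 30 min 37C; lysis with d2-IP1/Eu-anti-IP1 Ab, 10 min RT; TR-FRET 665/620 ratio and 620 channel; AC50 via Hill.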
GoLoco inh red – RGS12 GoLoco-Gai1 interaction inhibition; Gai1:RGS12 GoLoco peptide FP, rhodamine, 10 min; Potency, µM (series often up to 61.6 µM), inactives show at the highest dose activity, negative = inhibition, hits mostly inhibitors; actives 0.44% (n = 230,000); AID 880; active means well fitted inhibition curve with a large enough effect, not every such curve was filed as active; inactive means no such curve, though single readings can be large or run the other way; further: on the % scale 0 is the no-effect control and ±100 the full control effect; nearly all actives have a fitted effect of over 30% in size; many of its hits are not listed in these tables
Target sequence (P63096 whole entry, looked up): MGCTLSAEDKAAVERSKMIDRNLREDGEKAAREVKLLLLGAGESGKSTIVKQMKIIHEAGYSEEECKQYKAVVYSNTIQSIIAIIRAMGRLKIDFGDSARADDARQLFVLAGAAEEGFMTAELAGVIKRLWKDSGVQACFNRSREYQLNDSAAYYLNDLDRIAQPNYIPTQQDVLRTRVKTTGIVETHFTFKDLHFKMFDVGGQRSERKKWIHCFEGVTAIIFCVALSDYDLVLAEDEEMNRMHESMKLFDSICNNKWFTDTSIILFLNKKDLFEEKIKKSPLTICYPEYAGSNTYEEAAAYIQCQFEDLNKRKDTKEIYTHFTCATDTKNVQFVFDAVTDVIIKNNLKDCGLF
RECQ1 helicase – RECQ1 (human) helicase inhibition; RECQ1 DNA unwinding, red fluorescence kinetic read; actives 0.54% (n = 240,000); Potency, µM (doses to about 57.3 µM), for the others: top-dose activity, negative = inhibition, hits mostly inhibitors;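 further: plate controls were vehicle for no effect and no enzyme for full effect; nearly all actives have a fitted effect of over 30% in size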
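RECQ1T1 50 nM; forked duplex (20 bp + 30-nt ss tails) 200 nM, ATP 2 mM final; pH 8.0, 2 mM MgCl2, 2.5 ug/ml poly(dI-dC); 15 min compound preincubation; discontinuous kinetic read over 2 h at RT.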
Epigenetic reg – regulators of epigenetic silencing causing reporter derepression in mouse cells; actives 0.2% (n = 280,000); AID 1865; Potency, µM (top dose mostly 53.9 µM), inactives show top-dose GFP activation, hits mostly activators; murine LDR cells, GFP reporter derepression, 30 h; further: % of control where 0% means no effect; nearly all actives have a fitted effect of over 60% in size
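Readout is the number of GFP-expressing murine LDR cells, counted by cytometry following washing. Cells were treated with compound for 30 h at 37 C; the stably integrated CMV-GFP locus is normally silent.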
SMN2 splice up – enhancers of SMN2 splice variant expression. HEK293 SMN2-luciferase splicing reporter, luminescence, 30-36 h. Potency, µM (doses to about 46.1 µM), for the others: top-dose activity change, positive = activation, actives largely listed as activators. actives 2.8% (n = 210,000). AID 1458; further: % of control where 0% means no effect; nearly all actives have a fitted effect of over 55% in size
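HEK293 cells carry an SMN2 […]–luciferase reporter in which exon 7 inclusion puts luciferase in frame. Cells were plated 10-12 h before compound addition, then incubated 30-36 h at 37C. ONE-Glo luminescence was read; sodium butyrate at 4.5 mM final served as control.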
JMJD2E inh – JMJD2E (human) inhibition | B2RXH2 | JMJD2E catalytic domain, FDH-coupled NADH fluorescence (FDH is formaldehyde dehydrogenase) | Potency, µM (series often up to 57.1 µM), for the others: top-dose activity change, negative = inhibition, actives largely listed as inhibitors | actives 1.6% (n = 230,000) | AID 2147; active means well fitted inhibition curve with a large enough effect, not every such curve was filed as active; inconclusive means small, poorly fitted or top-dose-only effect, or another doubt; inactive means no such curve, though single readings can be large or run the other way;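 further: 0% = wells with enzyme and -100% = buffer wells without enzyme; nearly all actives have a fitted effect of over 50% in size; many of its hits are not listed in these tables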
Target sequence (B2RXH2 1-337 limits assumed): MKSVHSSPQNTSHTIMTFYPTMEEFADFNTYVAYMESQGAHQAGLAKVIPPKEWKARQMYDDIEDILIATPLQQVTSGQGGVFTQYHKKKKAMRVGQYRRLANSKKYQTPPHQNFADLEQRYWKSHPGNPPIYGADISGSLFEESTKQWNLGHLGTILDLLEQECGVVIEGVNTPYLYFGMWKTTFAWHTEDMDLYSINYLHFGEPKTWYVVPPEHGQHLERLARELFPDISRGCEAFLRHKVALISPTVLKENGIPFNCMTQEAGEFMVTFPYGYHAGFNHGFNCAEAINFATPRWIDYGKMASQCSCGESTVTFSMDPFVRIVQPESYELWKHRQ
Starred values were filed as active, the others as inactive; i = inactive; ? = inconclusive; . = not tested or not shown; & = joins results of further samples; [ ] = dose if it differs, or a comment. Unless noted, the call rests on the fitted dose curve; in most records, active means well fitted curve in the direction sought with a large enough effect; inconclusive means small, poorly fitted or top-dose-only effect, or another doubt; inactive means no such curve, though single readings can be large; an effect the other way counts as inactive or inconclusive. Potency means the concentration at half of the fitted maximal effect.

entry	SMILES	Luc counter	NPSR antagonist	IMPase Li inh	GoLoco inh red
1	Cc1nc(N)sc1-c1csc(N(C)c2ccc(O)cc2)n1	6%	-29%[46.1 µM]	13%[38.3 µM]	11%
2	Cc1cc(C)nc(NS(=O)(=O)c2ccc(NC(=O)CCC3COc4ccccc4O3)cc2)n1 (stereo unspecified)	-2%	-20%[46.1 µM]	20%[38.3 µM]	3%
3	CC(=O)c1ccc(NC(=O)C2CC(=O)N(Cc3ccccc3)C2)cc1 (stereo unspecified)	-5%	-16%[46.1 µM]	19%[38.3 µM]	-6%
4	CCOC(=O)c1ccc(N2C(=O)CC(SCC(N)C(=O)OCC)C2=O)cc1 (stereo unspecified)	0%	-8%[46.1 µM]	25%[38.3 µM]	-1%
5	CCOCCOC(=O)COc1ccc(N2C(=O)c3ccccc3C2=O)cc1	-5%	-27%[46.1 µM]	-2%[38.3 µM]	12%
6	Cc1sc2ncnc(N3CCCCC3C)c2c1C (stereo unspecified)	-2%	-21%[46.1 µM]	11%[38.3 µM]	-7%
7	Cn1c(SCc2ccc(C(C)(C)C)cc2)nnc1C1COc2ccccc2O1 (stereo unspecified)	.	46%	.	-7%
8	COc1ccc(/C=C2\CCCC(C(=O)C(F)(F)F)=C2O)cc1	-4%	2%[46.1 µM]	25%[38.3 µM]	-6%
9	O=S(=O)(NCc1csc(-c2cccnc2)n1)c1cccs1	0%	-7%[46.1 µM]	15%[38.3 µM]	3%
10	COCCNC(=O)CCC(=O)NNc1nc2ccccc2c2nc(C)nn12	0%	1%	4%	-3%

entry	RECQ1 helicase	Epigenetic reg	SMN2 splice up	JMJD2E inh
1	7%	-2.4%	?	-20%
2	-1%	0.9%	-17%	2%
3	0%	0.7%	?	-4%
4	-8%	-2.3%	34%	0%
5	-5%	-0.9%	2%	12%
6	i	0.0%	-37%[inhibitor]	4%
7	-15%	0.0%	.	-12%
8	i	-2.1%	6%	-10%
9	-3%	0.0%	-3%	-3%
10	-2%	-0.3%&-1.1%	-2%&7%	1%

entry	SMILES	Luc counter	NPSR antagonist	IMPase Li inh	GoLoco inh red
11	COc1ccc(C(=O)C2CCN(C(=S)Nc3ccc(F)cc3)CC2)cc1	-1%	3%	-7%	2%
12	Cc1cc([N+](=O)[O-])ccc1N=Nc1c(N)[nH]n(-c2ccccc2)c1=O	-4%	-22%	9%	0%
13	CNC(=O)C1=C(C)NC(=S)NC1c1cccs1 (stereo unspecified)	-2%	21%	-5%	-4%
14	COc1cc([N+](=O)[O-])ccc1NC(=S)Nc1cccc(C(=O)O)c1	0%	7%	-9%	-8%
15	COC(=O)c1cc2c(C(F)(F)F)nn(C)c2s1	.	-20%	.	-1%
16	Cc1csc2c(C#N)c(=O)c3c(n12)CCC3	-4%	8%[46.1 µM]	-1%[38.3 µM]	0%
17	Clc1ccc(CSCCc2ccncc2)cc1Cl	-3%[7.66 µM]	.	2%	4%[14.2 µM]
18	COc1ccc(-c2nnc(SC(C)C(=O)Nc3ccc4c(c3)OCCO4)o2)cc1 (stereo unspecified)	2%	-10%[46.1 µM]	1%	-2%
19	CCc1cccc(CC)c1N(COC)C(=O)Cn1cnc2ccccc21	.	-4%	.	-4%
20	CCC(=O)Nc1cccc(NC(=O)c2cccc([N+](=O)[O-])c2)c1	-1%	-4%[46.1 µM]	2%[38.3 µM]	7%

entry	RECQ1 helicase	Epigenetic reg	SMN2 splice up	JMJD2E inh
11	-5%	-0.1%	-24%	-8%
12	11%	0.5%	2%	-23%
13	0%	2.1%	11%	4%
14	8%	-2.9%	-10%	?
15	-3%	1.1%	.	9%
16	1%	3.6%	0%	?
17	.	.	-5%[9.22 µM]	.
18	-10%	-2.2%	18µM*	10%
19	-2%	-0.5%	.	0%
20	-7%	0.6%	-23%	3%

entry	SMILES	Luc counter	NPSR antagonist	IMPase Li inh	GoLoco inh red
21	Cc1cc(C)c2c(N)c(S(=O)(=O)c3ccccc3)sc2n1	-5%	8%[46.1 µM]	2%[38.3 µM]	29%
22	O=C(NCc1ccco1)C1CC(c2ccc(Cl)c(Cl)c2)=NO1 (stereo unspecified)	-7%	-2%	-6%	14%
23	COc1ccc(CCNC(=O)[C@@H]2C[C@H]2c2ccccc2)cc1OC	0%	9%	5%	2%
24	c1ccc(C2(CNc3ccccn3)CCCC2)cc1	2%	-6%[46.1 µM]	53%[activator][38.3 µM]	7%
25	Cc1cc(=O)c2cc(C(=O)c3ccccc3)ccc2[nH]1	.	0%	.	-7%
26	COc1ccc(C2C(C#N)=C(N)OC3=C2C(=O)CCC3)cc1OC (stereo unspecified)	2%	4%	6%	8%
27	O=S(=O)(Cc1ccco1)Cc1nc(-c2ccc(Cl)cc2)cs1	.	11%	.	13%
28	CC1CCCC(C)N1CC(C)(C)NS(=O)(=O)c1ccc(Cl)cc1 (stereo unspecified)	1%	10%[46.1 µM]	21%[38.3 µM]	1%
29	COc1ccc(C(=O)Nc2ccc(C(=O)NCCc3ccc(OC)c(OC)c3)cc2)cc1	.	1%	-1%	4%
30	CCOc1ccccc1N1C(=O)c2ccc(C(=O)O)cc2C1=O	-1%	-12%[46.1 µM]	-5%[38.3 µM]	0%

entry	RECQ1 helicase	Epigenetic reg	SMN2 splice up	JMJD2E inh
21	i	5.1%	-22%	?
22	-7%	2.3%	.	-9%
23	-9%	-0.5%	-11%	7%
24	-4%	-0.3%	-19%	?
25	i	0.0%	.	3%
26	i	-1.1%	3%	7%
27	i	1.0%	.	-12%
28	-14%	0.8%	-13%	-15%
29	-11%	-0.1%	.	-10%
30	-6%	5.3%	-8%	1%

entry	SMILES	Luc counter	NPSR antagonist	IMPase Li inh	GoLoco inh red
31	Cc1c(Cl)cn2c(=O)cc(CN3CCN(c4ccc(F)cc4)CC3)nc2c1Cl	-3%	-3%	0%	3%
32	O=C(CNC(=S)NC(=O)c1ccccc1)c1ccccc1	-2%	16%	-3%	3%
33	CCCCCn1c(CN2CCN(C(=O)OCC)CC2)nc2c1c(=O)[nH]c(=O)n2C	2%	-8%[46.1 µM]	0%	8%
34	COc1cccc(S(=O)(=O)Nc2cccc(C(=O)N3CCOCC3)c2)c1	-1%	-6%[46.1 µM]	32%[activator]	6%
35	COc1ccc(Cn2nnc3c(=O)[nH]c(C4CCN(C(=O)c5ccccc5Cl)CC4)nc32)cc1	1%	-29%[46.1 µM]	7%[38.3 µM]	7%
36	CCOC(=O)c1ccc(N2C(=O)CC(N3CCCC(C)C3)C2=O)cc1 (stereo unspecified)	1%	-7%[46.1 µM]	17%[38.3 µM]	11%
37	COc1ccc(CCNC(=O)c2ccc(=O)[nH]c2)cc1	-2%	12%	-2%	-2%
38	CC(=O)N1CCN(Cc2cc(=O)n3cc(Cl)c(C)c(Cl)c3n2)CC1	11%	-13%[46.1 µM]	-14%[38.3 µM]	-1%
39	O=C(N/N=C/c1ccc(N2CCCCC2)o1)c1ccccc1	2%	-1%	10%	-2%
40	NC(N)=Nc1nc2ccc(Cl)cc2c(=O)[nH]1	-1%	-17%	?	19%

entry	RECQ1 helicase	Epigenetic reg	SMN2 splice up	JMJD2E inh
31	-6%	11%	.	-4%
32	-3%	2.0%	?	4%
33	-1%	0.0%	?	-8%
34	-6%	-1.2%	?	-2%
35	-20%	0.0%	-6%	-4%
36	-6%	-4.2%	-2%	-5%
37	-1%	-0.7%	8%	-2%
38	-8%	-1.7%	6%	-28%
39	6%	0.0%	25%	-1%
40	i	-0.1%	-2%	?

A second format for part of the listing above.
Results follow in this order: Luc counter | NPSR antagonist | IMPase Li inh | GoLoco inh red | RECQ1 helicase | Epigenetic reg | SMN2 splice up | JMJD2E inh
35) COc1ccc(Cn2nnc3c(=O)[nH]c(C4CCN(C(=O)c5ccccc5Cl)CC4)nc32)cc1
→ 1% | -29%[46.1 µM] | 7%[38.3 µM] | 7% | -20% | 0.0% | -6% | -4%
36) CCOC(=O)c1ccc(N2C(=O)CC(N3CCCC(C)C3)C2=O)cc1 (stereo unspecified)
→ 1% | -7%[46.1 µM] | 17%[38.3 µM] | 11% | -6% | -4.2% | -2% | -5%
37) COc1ccc(CCNC(=O)c2ccc(=O)[nH]c2)cc1
→ -2% | 12% | -2% | -2% | -1% | -0.7% | 8% | -2%

(next part)
entry	SMILES	Luc counter	NPSR antagonist	IMPase Li inh	GoLoco inh red
41	N#CCSc1nn(-c2ccc(F)cc2)c(=S)s1	3%	-16%	8%	43%[activator]
42	CCOC(=O)CSC1=C(C#N)C(c2ccc(C)cc2)C(C(=O)OC)C(=O)N1 (stereo unspecified)	-2%	-8%[46.1 µM]	28%[38.3 µM]	9%
43	COC1(c2ccccc2)NC(=S)NN=C1c1ccccc1 (stereo unspecified)	-2%	-8%[46.1 µM]	14%[38.3 µM]	9%
44	CCOc1cccc(NC(=O)C2CC(=O)N(C)C(=Nc3ccccc3)S2)c1 (stereo unspecified)	-6%	-19%[46.1 µM]	6%[38.3 µM]	-1%
45	CCCNC(=O)c1cc2c3ccccc3n(C)c2s1	2%	5%[46.1 µM]	-3%	6%
46	O=C(c1cc(-c2ccccc2)on1)N1CCN(C(=O)c2ccco2)CC1	0%	-6%[46.1 µM]	22%[38.3 µM]	4%
47	CC1(C)CC(=O)C2=C(C1)N(Cc1ccccc1)C(=O)C2(O)C(F)(F)F (stereo unspecified)	-1%	-8%[46.1 µM]	2%[38.3 µM]	4%
48	CCSc1nc2c(sc3ccccc32)c(=O)n1C(C)C	-1%	?	?	-9%
49	CN1CCN(NC(=O)c2cc(S(=O)(=O)Nc3ccc(Cl)cc3)ccc2Cl)CC1	.	14%	.	1%
50	CN(Cc1cn(C)nc1-c1cccc(Cl)c1)C1CCOCC1	0%	-21%	5%	-6%
51	c1cc(CNC2=NCCCCC2)ccn1	0%	-3%[46.1 µM]	27%[38.3 µM]	2%
52	CC1(c2nnc(-c3ccc(Cl)cc3)o2)CC(c2ccc(Cl)cc2)=NO1 (stereo unspecified)	.	-30%	.	-10%

entry	RECQ1 helicase	Epigenetic reg	SMN2 splice up	JMJD2E inh
41	0%	-1.8%	-3%	2%
42	-8%	0.1%	-25%	-4%
43	-12%	3.1%	-4%	11%
44	-10%	-1.4%	2%	5%
45	1%	-0.9%	15%	?
46	1%	0.0%	20%	5%
47	-9%	-0.9%	-1%	0%
48	i	-0.1%	-7%	-3%
49	-6%	0.1%	.	5%
50	i	0.0%	.	-3%
51	-2%	0.0%	14%	-19%
52	-9%	-2.8%	.	-8%

Screening results: PubChem, National Center for Advancing Translational Sciences (NCATS)

The list is partial; rates above refer to the full screens.
